Assay outcomes deposited in PubChem by The Scripps Research Institute Molecular Screening Center.
M1 PAM parental = M1 PAM counterscreen hit in parental CHO-K1 cells. ATP EC20, Fluo-8 calcium fluorescence; 0% at ATP EC20, 100% at ATP max. 360,000 tested, 0.02% active. activation, % at 3 µM;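 active = activation above the run cutoff, the mean activation of all test compounds plus 3 SD, cut at about 40% in these data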;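 note: peak over basal fluorescence ratio in a 140 s read after ATP addition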
TAAR1 antagonist = human TAAR1 antagonism; CHO RD-HGA16 TAAR1, Fluo-8 calcium fluorescence, antagonist; 360,000 tested, 1.5% active; AID 624466; inhibition, % at 3 µM;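 active = inhibition above a per-plate cutoff, the mean inhibition of test compounds on that plate plus 3 SD, cut at about 49% in these data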;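 note: 0% = DMSO plus EC80 beta-PEA response and 100% = DMSO alone without agonist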
Target sequence (Q96RJ0 whole entry, looked up): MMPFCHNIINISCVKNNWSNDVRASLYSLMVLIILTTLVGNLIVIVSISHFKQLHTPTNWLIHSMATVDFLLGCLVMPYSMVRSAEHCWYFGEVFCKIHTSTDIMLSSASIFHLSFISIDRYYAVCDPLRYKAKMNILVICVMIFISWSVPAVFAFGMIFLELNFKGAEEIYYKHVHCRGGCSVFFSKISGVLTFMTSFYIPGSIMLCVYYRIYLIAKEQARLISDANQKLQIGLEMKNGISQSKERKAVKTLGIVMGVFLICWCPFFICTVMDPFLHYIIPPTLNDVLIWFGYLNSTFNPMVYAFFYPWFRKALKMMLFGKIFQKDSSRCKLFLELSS
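test system = CHO RD-HGA16 cells bearing hTAAR1 | replication = singlicate | controls = DMSO-only wells and EC80 β-PEA-stimulated wells | reagent = EC80 β-phenethylamine stimulus | read-out basis = percent inhibition of PEA-evoked calcium signal, max/basal emission ratio | schedule = seeding 17-24 h prior, 75-min 37 °C, 30-min RT dye loading | signal = kinetic Fluo-8 calcium fluorescence measurement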
CHO-K1 Ca antag = M1 antagonist counterscreen hit in parental CHO-K1 cells. 360,000 tested, 0.6% active. AID 602250. ATP-induced calcium, Fluo-8 fluorescence. inhibition, % at 3 µM;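 active = inhibition above a per-plate cutoff, the plate's mean sample inhibition plus 3 SD, cut at about 24% in these data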;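 note: 0% = DMSO plus EC80 ATP and 100% = DMSO alone without ATP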
CHO parental Ca = counter-screen: ATP calcium response change in parental CHO cells; AID 463079; parental CHO-K1, ATP-induced calcium, Fluo-8 fluorescence; inhibition, % at 5.6 µM; 330,000 tested, 0.63% active;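 active = inhibition above that plate's mean sample inhibition plus 3 SD, cut at about 26% in these data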;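 note: 0% = ATP-challenged DMSO wells and 100% = DMSO wells without ATP; some compounds past the cut are filed as inactive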
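test system = CHO parental line | reagent = ATP stimulus | measured by = intracellular calcium via Fluo-8 no-wash fluorescent dye | control set = ATP and no-ATP DMSO wells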
OXTR agonist = human OXTR agonism; 320,000 tested, 0.32% active; P30559; CHO-OTR cells, Fluo-8 calcium fluorescence; normalized: DMSO 0%, oxytocin 100%; activation, % at 3 µM; AID 2435;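 active = activation above the mean of all tested compounds plus 3 SD, cutoff set per screening run, cut at about 20% in these data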;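 note: peak over basal fluorescence ratio from a 100 s FLIPR kinetic read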
Target sequence (P30559 whole entry, looked up): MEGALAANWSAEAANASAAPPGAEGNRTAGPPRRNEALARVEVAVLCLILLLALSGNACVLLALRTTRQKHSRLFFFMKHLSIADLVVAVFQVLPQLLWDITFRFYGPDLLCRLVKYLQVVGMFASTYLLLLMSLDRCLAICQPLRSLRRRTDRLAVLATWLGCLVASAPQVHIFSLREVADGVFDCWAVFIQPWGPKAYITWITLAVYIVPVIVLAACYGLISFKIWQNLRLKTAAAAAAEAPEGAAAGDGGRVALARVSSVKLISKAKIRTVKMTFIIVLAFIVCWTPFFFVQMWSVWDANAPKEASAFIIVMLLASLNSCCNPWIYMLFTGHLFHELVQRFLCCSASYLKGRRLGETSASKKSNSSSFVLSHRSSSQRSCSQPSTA
GPR7 antagonist = antagonists of human GPR7 (neuropeptides B/W receptor 1); P48145; GPR7-expressing cells, fluorescence antagonist assay; inhibition, % at 4.4 µM; 290,000 tested, 1.1% active; AID 1861; in the data active = inhibition above about 16%, passing the limit was not always enough;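 note: cells stimulated with the agonist NPW; 0% = agonist with vehicle and 100% = vehicle without agonist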
Target sequence (P48145 whole entry, looked up): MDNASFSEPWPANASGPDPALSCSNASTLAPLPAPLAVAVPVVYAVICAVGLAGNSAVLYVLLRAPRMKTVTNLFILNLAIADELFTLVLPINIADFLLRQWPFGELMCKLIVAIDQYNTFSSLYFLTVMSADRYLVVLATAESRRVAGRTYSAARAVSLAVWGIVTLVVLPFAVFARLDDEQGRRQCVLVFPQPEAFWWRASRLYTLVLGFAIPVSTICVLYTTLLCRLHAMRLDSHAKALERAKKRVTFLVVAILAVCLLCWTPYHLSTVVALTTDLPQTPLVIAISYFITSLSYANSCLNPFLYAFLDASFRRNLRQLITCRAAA
OXTR potentiator = human OXTR potentiation; P30559; CHO-OTR cells, Fluo-8 calcium fluorescence, potentiator mode; 0% = oxytocin EC15, 100% = EC100; activation, % at 3 µM; 320,000 tested, 0.061% active;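 active = activation above that plate's cutoff, the mean activation of tested compounds plus 3 SD, cut at about 6.6% in these data, passing the limit was not always enough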;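 note: 100% uses oxytocin at 75 nM as the full agonist control; some results filed as inactive read as strong as hits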
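Assay system: CHO-OTR cells, human receptor / Also added: oxytocin at about EC15, sub-maximal agonist stimulus / Dosing: single dose, 3.0 µM nominal final compound concentration / Incubation: 6 min pre-incubation, 100 s read / Technique: Fluo-8 calcium dye fluorescence / Read-out: % activation vs EC15 and EC100 oxytocin / Benchmarks: EC15 oxytocin low, 75 nM oxytocin high / Replicates: singlicate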
CHO-K1 Ca ag = counter-screen for M1 agonists: effect in parental CHO-K1 cells; Fluo-8 calcium fluorescence; scaled to maximal ATP response, vehicle zero; activation, % at 3 µM; 360,000 tested, 0.48% active; in the data active = activation above about 15%;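 note: untransfected CHO-K1 host cells lacking M1 receptor as counterscreen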
V1aR counter = V1a receptor agonism, counter-screen for OXTR agonists | CHO-V1R cells, Fluo-8 calcium fluorescence, agonist mode; 0% DMSO, 100% 3 nM vasopressin | activation, % at 3 µM | 320,000 tested, 0.25% active | AID 2797;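 active = activation above the mean activation of all tested compounds plus 3 SD, per screening run, cut at about 20% in these data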;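 note: signal is peak over basal fluorescence ratio across a 100 second FLIPR read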
* = called active by the depositor; / = not tested or not shown.

#1 Cc1ccc(S(=O)(=O)N2CCN(CC(=O)N/N=C/c3ccc(Br)s3)CC2)cc1
#2 NC(=S)Cc1nc2n(n1)Cc1ccccc1-2
#3 COc1ccc(C=NOCC(=O)OCC(=O)Nc2ccc(OC)cc2)cc1
#4 CCOC(=O)c1sc2ncnc(NCc3ccco3)c2c1C
#5 COC(=O)CSc1nc2cc3c(cc2cc1C#N)OCO3
#6 CCOC(=O)C1=C(CC)Nc2ccccc2N=C1NC(=O)c1ccc(S(=O)(=O)N(C)C)cc1
#7 CN(N=Nc1nc[nH]c1C(=O)NN)C1CCCCC1
#8 O=C(Nc1cccc(C(=O)O)c1)/C(=C/c1ccccc1)NC(=O)c1cccc(Br)c1

assay / entry,1,2,3,4,5,6,7,8
M1 PAM parental,8,-16,9,-3,16,12,4,-16
TAAR1 antagonist,-13,17,7,-1,-4,15,15,-23
CHO-K1 Ca antag,-2,18,-1,4,-13,2,-9,11
CHO parental Ca,-12,-3,-12,-18,2,-1,/,-14
OXTR agonist,1.7,0.7,8.1,1.1,-1.0,-1.2,/,-0.8
GPR7 antagonist,-5,-17,/,-9,-10,-12,/,/
OXTR potentiator,-10,0,-9,-3,-11,-15,/,-1
CHO-K1 Ca ag,0.9,-0.3,7.6,1.7,1.2,1.2,-0.2,-0.3
V1aR counter,3.9,0.4,7.3,0.5,0.0,1.6,/,5.9

#9 Cc1cc(C(=O)Nc2nnc(C3CC3)s2)c(C)s1
#10 COc1ccc(N2CCN(C(=O)COC(=O)c3ccc(C)o3)CC2)cc1
#11 CCOCC(=O)Nc1cc(Cl)c(OC)cc1OC
#12 Cc1c(Cc2ccccc2)sc(N)c1C(N)=O
#13 COc1ccc(OCc2cc(=O)c3ccc4c(c3o2)C=CC(C)(C)O4)cc1OC
#14 Cc1noc(C)c1Cn1nc(C(=O)O)c2ccccc2c1=O
#15 CC(=O)Oc1ccc(-c2cccc(C(=O)O)c2)cc1
#16 O=C(NC1CCN(C(=O)Nc2ccc(F)cc2)CC1)c1ccccc1F

assay / entry,9,10,11,12,13,14,15,16
M1 PAM parental,-4,-8,/,/,15,2,-10,6
TAAR1 antagonist,1,-5,/,/,22,-16,20,-5
CHO-K1 Ca antag,-11,-7,/,/,-16,-3,5,-9
CHO parental Ca,-18,-6,1,-15,-15,-12,-2,-3
OXTR agonist,-1.1,-0.7,-1.8,0.7,-0.8,0.7,5.8,0.7
GPR7 antagonist,/,/,4,-13,/,-6,3,4
OXTR potentiator,-3,-6,-16,-16,-7,-8,-7,-6
CHO-K1 Ca ag,-0.2,0.5,/,/,2.6,0.2,1.1,1.1
V1aR counter,0.0,-0.4,-0.2,0.6,-0.5,0.1,4.2,1.0

#17 COc1cc(C)c(Cl)cc1S(=O)(=O)n1ccnc1C
#18 COC(=O)C(C)NS(=O)(=O)c1ccc(NC(C)=O)cc1 (stereo unspecified)
#19 Cc1sc2ncnc(NCCCn3ccnc3)c2c1C
#20 CCCCc1ccc(NC(=O)Nc2cnccn2)cc1
#21 CCN(CC)C(=O)CSc1nc2ccccc2c(=O)[nH]1
#22 O=c1oc(-c2ccccc2)c(-c2ccccc2)c2ccccc12
#23 O=c1c(-c2ccco2)[n+]([O-])c2ccccc2n1OCc1ccccc1
#24 CCOc1ccccc1NC(=O)c1ccc(OCC(=O)N2CCOCC2)c(OC)c1

assay / entry,17,18,19,20,21,22,23,24
M1 PAM parental,16,-10,-4,-7,-6,6,18,-1
TAAR1 antagonist,-3,-16,-26,-5,-4,-22,3,5
CHO-K1 Ca antag,-15,11,-3,-2,6,-3,-9,-12
CHO parental Ca,6,-1,0,-13,-16,/,-32,-13
OXTR agonist,0.6,0.7,0.1,-0.1,-0.3,/,-1.8,1.5
GPR7 antagonist,15,-3,-14,-7,-6,/,3,/
OXTR potentiator,-5,5,-5,-6,-7,/,-16,-3
CHO-K1 Ca ag,0.6,0.3,-0.2,0.2,-0.1,-0.4,0.6,0.8
V1aR counter,0.0,1.7,-0.7,0.8,0.8,/,-0.6,-0.6

Shown with values under each structure: part of the list above
Results follow in this order: M1 PAM parental, TAAR1 antagonist, CHO-K1 Ca antag, CHO parental Ca, OXTR agonist, GPR7 antagonist, OXTR potentiator, CHO-K1 Ca ag, V1aR counter
#23 O=c1c(-c2ccco2)[n+]([O-])c2ccccc2n1OCc1ccccc1
    18, 3, -9, -32, -1.8, 3, -16, 0.6, -0.6
#24 CCOc1ccccc1NC(=O)c1ccc(OCC(=O)N2CCOCC2)c(OC)c1
    -1, 5, -12, -13, 1.5, /, -3, 0.8, -0.6

The list goes on.
#25 CC(=O)c1c(C)[nH]c(C(=O)N2CC(C)CC(C)C2)c1C (stereo unspecified)
#26 COc1ccc(OC)c(Nc2nc3nonc3nc2N2CCCC(C)C2)c1 (stereo unspecified)
#27 Cc1cccc2c1OCC/C2=N\NC(=O)COc1ccccc1Cl
#28 COCCCN1C(=O)C(CC(=O)NCc2ccco2)CC(C(=O)N(C)C)=C1C (stereo unspecified)
#29 COc1ccc(CNc2oc(COc3ccc(Cl)cc3)nc2C#N)cc1
#30 O=C1CCC/C(=N\NC(=O)c2ccc(NS(=O)(=O)c3ccc(Br)cc3)cc2)C1
#31 CN(C)c1ccc(NS(=O)(=O)c2cc(Cl)ccc2Cl)cc1
#32 O=c1[nH][nH]c(C(F)(F)F)c1C=NCc1cccs1

assay / entry,25,26,27,28,29,30,31,32
M1 PAM parental,18,22,6,2,9,-8,8,18
TAAR1 antagonist,9,8,13,-5,37,-12,24,-1
CHO-K1 Ca antag,-9,-9,-7,7,-17,2,0,-6
CHO parental Ca,-18,-5,-14,/,11,-16,-19,-7
OXTR agonist,1.1,0.3,1.6,/,-0.3,-0.9,-1.8,0.3
GPR7 antagonist,-1,7,5,/,2,-6,-19,-7
OXTR potentiator,-19,0,-1,/,-7,8,-1,-5
CHO-K1 Ca ag,1.4,0.2,0.5,0.3,2.8,-0.2,1.1,0.4
V1aR counter,0.2,0.1,1.4,/,-0.4,1.9,-0.1,1.4

#33 O=C(COC(=O)c1ccc(Cl)nc1)NCCc1ccc(Cl)cc1
#34 COc1ccc(OC)c(NC(=O)CS(=O)(=O)c2ccccc2)c1
#35 O=C1NN=C(c2ccc(Cl)cc2)CC1c1c[nH]c2ccccc12 (stereo unspecified)
#36 COc1ccc(/C=c2\sc3nc(-c4ccccc4OC)nn3c2=O)c(OC)c1
#37 O=C1CC(C(=O)Nc2ccc(Cl)cc2)n2ncnc2N1 (stereo unspecified)
#38 COc1ccc(-c2csc(-n3ncc(C(=O)O)c3C(F)(F)F)n2)cc1
#39 O=C(Cc1cccc(C(F)(F)F)c1)OCN1C(=O)c2ccccc2C1=O
#40 O=C(CN1C(=O)NC2(CCCCCC2)C1=O)NCc1ccccc1

assay / entry,33,34,35,36,37,38,39,40
M1 PAM parental,10,18,24,0,6,-2,-13,-3
TAAR1 antagonist,-28,6,7,5,-1,-17,-21,-24
CHO-K1 Ca antag,-12,-15,-19,0,-3,10,-2,-11
CHO parental Ca,-18,0,2,-2,0,-1,-16,-3
OXTR agonist,-1.3,-0.2,5.7,0.2,-1.2,-0.7,-1.1,1.0
GPR7 antagonist,/,-15,-10,-11,-2,29,-7,/
OXTR potentiator,-2,-5,-23,-8,-15,-10,-10,2
CHO-K1 Ca ag,-0.1,0.1,2.5,-0.1,0.3,5.9,-0.2,0.6
V1aR counter,0.5,0.4,2.1,0.1,-0.4,-0.9,-0.6,0.0

One compound at a time (already shown).
Record of COc1ccc(-c2csc(-n3ncc(C(=O)O)c3C(F)(F)F)n2)cc1 → M1 PAM parental: -2; TAAR1 antagonist: -17; CHO-K1 Ca antag: 10; CHO parental Ca: -1; OXTR agonist: -0.7; GPR7 antagonist: 29; OXTR potentiator: -10; CHO-K1 Ca ag: 5.9; V1aR counter: -0.9
Record of COc1ccc(/C=c2\sc3nc(-c4ccccc4OC)nn3c2=O)c(OC)c1 → M1 PAM parental: 0; TAAR1 antagonist: 5; CHO-K1 Ca antag: 0; CHO parental Ca: -2; OXTR agonist: 0.2; GPR7 antagonist: -11; OXTR potentiator: -8; CHO-K1 Ca ag: -0.1; V1aR counter: 0.1

Sorted by molecular weight (highest first): part of the list above.
#39 O=C(Cc1cccc(C(F)(F)F)c1)OCN1C(=O)c2ccccc2C1=O
#33 O=C(COC(=O)c1ccc(Cl)nc1)NCCc1ccc(Cl)cc1
#40 O=C(CN1C(=O)NC2(CCCCCC2)C1=O)NCc1ccccc1

assay / entry,39,33,40
M1 PAM parental,-13,10,-3
TAAR1 antagonist,-21,-28,-24
CHO-K1 Ca antag,-2,-12,-11
CHO parental Ca,-16,-18,-3
OXTR agonist,-1.1,-1.3,1.0
GPR7 antagonist,-7,/,/
OXTR potentiator,-10,-2,2
CHO-K1 Ca ag,-0.2,-0.1,0.6
V1aR counter,-0.6,0.5,0.0

More compounds
#41 COc1ccc(NC(=O)CN(C)C(=O)CN2C(=O)C3CCCCC3C2=O)cc1 (stereo unspecified)
#42 Cc1nn(C(C)C(=O)NCc2ccccc2)c(C)c1[N+](=O)[O-] (stereo unspecified)
#43 Cc1ccc(S(=O)(=O)CCc2nnc(NC(=O)C3CCCO3)s2)cc1 (stereo unspecified)
#44 Cc1cc(C)nc(NS(=O)(=O)c2ccc(N=Cc3c(C)[nH]n(-c4ccccc4)c3=O)cc2)n1
#45 CCOC(=O)C1=C(N)Oc2c(oc(CO)cc2=O)C1c1c(F)cccc1Cl (stereo unspecified)
#46 Clc1ccc(Nc2ncnc3ccc(Br)cc23)cc1
#47 O=C(COC(=O)CCN=C1NS(=O)(=O)c2ccccc21)NNC(=O)c1ccccc1
#48 Cc1cc(Nc2ncc(Cl)cc2Cl)n[nH]1
#49 O=C(CCCn1c(SCc2ccccc2F)nc2ccccc2c1=O)NCC1CCCO1 (stereo unspecified)
#50 CCN(CC)C(=O)Cn1cc(S(=O)(=O)CC(=O)N2CC(C)OC(C)C2)c2ccccc21 (stereo unspecified)
#51 COc1ccc(CCN2C(=NC(=O)CCC(=O)O)SC3CS(=O)(=O)CC32)cc1OC (stereo unspecified)

assay / entry,41,42,43,44,45,46,47,48,49,50,51
M1 PAM parental,-12,6,18,9,18,15,-2,8,22,8,-2
TAAR1 antagonist,-8,-14,-27,8,-16,2,-20,19,-2,-23,11
CHO-K1 Ca antag,7,-1,-8,-6,-25,-11,2,-1,-9,-6,2
CHO parental Ca,-1,-1,-6,-5,-13,-29,-9,-8,-16,-9,1
OXTR agonist,0.3,0.9,-0.1,0.3,-0.9,5.3,0.3,-1.9,-0.9,1.1,-0.5
GPR7 antagonist,/,-3,-12,-2,-11,-7,/,-1,3,-19,4
OXTR potentiator,2,0,-10,5,-10,-4,-1,-4,7,3,-12
CHO-K1 Ca ag,8.7,0.0,0.3,0.6,0.5,4.7,1.5,0.6,17*,0.7,0.2
V1aR counter,0.4,0.0,0.1,1.0,0.5,4.4,-0.3,-0.3,-0.1,-0.3,0.3
